Screens: PubChem, National Center for Advancing Translational Sciences (NCATS)
ERK EGF inh: blocks ERK signaling stimulated by EGF. HEK293-V1b, EGF-stimulated phospho-ERK AlphaScreen. Potency, µM (top dose mostly 11.5 µM), inactives show at the top dose activity change, negative = inhibition, hits mostly inhibitors. 130,000 compounds, 0.41% hits; active means well fitted inhibition curve with a large enough effect; inconclusive means small, poorly fitted or top-dose-only effect, or effect the other way;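 further: plate controls were stimulated vehicle wells for no effect and unstimulated vehicle basal for full effect; nearly all actives have a fitted effect of over 55% in size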
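EGF-stimulated (25 nM, 5 min) phospho-ERK in HEK293 cells stably expressing V1b, cells pretreated 30 min with compound at 37C. Homogeneous AlphaScreen read on lysates.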
Starred values were filed as active, the others as inactive; ? = inconclusive; & = joins results of further samples; [ ] = remark or other dose. Potency means the concentration at half of the fitted maximal effect.

ERK EGF inh,SMILES
1.7%[57.5 µM],COC(=O)CCC(=O)OC1(C)C(=O)C2=CN(CCN3CCOCC3)C(c3ccc(OC)cc3)=CC2=C(Br)C1=O (stereo not drawn)
3.9%,Clc1ccc(-c2cn3cc(Br)ccc3n2)cc1Cl
-7.4%,Cc1cccc(CCNC(=O)c2nnc(Cc3ccc(Cl)cc3)o2)c1
0.6%,CCN1CC(CN(C)Cc2cn(-c3cccc(C)c3)nc2-c2cccc(F)c2)CC1=O (stereo not drawn)
0.0%[57.5 µM],COCCC(=O)Nc1ccc2c(c1)CN(C(=O)CCSC)CC2
-9.8%,Cc1ccc(-c2nnn(CC(=O)N3c4ccccc4CCc4ccccc43)n2)cc1
-5.1%,CCOC(=O)C1C(=O)C=C(Nc2ccccc2F)CC1c1ccccc1 (stereo not drawn)
4.7%,CCN(C(=O)COC(=O)CNC(=O)c1ccc(F)cc1)C1CCS(=O)(=O)C1 (stereo not drawn)
13.1%,COc1ccc(C2C(C#N)=C(N)Oc3c2oc(CO)cc3=O)cc1 (stereo not drawn)
-3.2%,O=C(NCCO)c1cccc2c1-c1ccccc1C2=O
0.6%,O=C(Nc1ccccc1C(=O)NC(Cc1ccc(O)cc1)C(=O)O)c1ccccc1 (stereo not drawn)
-5.1%,COc1ccc(NCc2nnc(SCC(=O)Nc3ccc(OC)cc3OC)o2)cc1
2.3%,Cc1n(-c2ccccc2)c2ccc(Cl)cc2[n+]1CCO
-7.8%,O=C1CCCc2ccccc2N1Cc1cccc(F)c1
-12.2%[57.5 µM],CCO[C@@H]1OC(C(=O)N2CCN(Cc3ccc4c(c3)OCO4)CC2)=C[C@H](c2cn(C(C)=O)c3ccccc23)[C@H]1CCCO
0.8%,CCOC(=O)c1c(-c2ccc(-c3ccccc3)cc2)csc1NC(=O)c1cccc(N2C(=O)CCC2=O)c1
-5.6%,Nc1n[nH]c(N)c1N=Nc1ccccc1
-0.3%,Cc1[nH]c2ccccc2c1C(=O)C(=O)NCC1CCCO1 (stereo not drawn)
-3.4%[57.5 µM],CCOC(=O)c1ccc(-c2ccc(/C=N/NC(=O)Cc3nnc(N)s3)o2)cc1
10.2%,COCCN(Cc1cc2ccc(C)cc2n2nnnc12)Cc1nnnn1C(C)(C)C
-7.6%,COc1ccc(NC(=O)CNC(=O)c2c(C)nn(C)c2Cl)cc1
3.1%,O=C1NN=C(c2ccc(Cl)cc2)CC1c1cccc(Br)c1 (stereo not drawn)
?,Cc1ccccc1C(=O)Nc1cccc(-c2cn3ccccc3n2)c1
3.9%,Cc1ccccc1OCCC(=O)OCC(=O)NC(C)c1ccccc1 (stereo not drawn)
-2.9%,COC(=O)CSc1ncnc2c1sc1nc3c(cc12)COC(C)(C)C3
5.1%[57.5 µM],Cc1cc(C)n2c(SCC(=O)NCc3ccc4c(c3)OCO4)nnc2n1
-3.1%,CCn1c(SCc2nc3scc(-c4ccccc4)c3c(=O)[nH]2)nnc1-c1ccc(Cl)cc1
-16.4%,COc1cccc(/C=N/NC(=O)c2c(C)nc3ccc(Br)cn23)c1O
?,COc1ccccc1[C@@H]1C(c2cccc(Cl)c2)=NN(c2ccccc2)[C@H]1C(=O)N1CCOC1=O
0.6%,O=C1CC(c2ccc(F)cc2)CC2=C1C=Nc1ccccc1N2 (stereo not drawn)
2.2%,CCn1ccnc1CN1CCCC(CO)(Cc2cccc(OC)c2)C1 (stereo not drawn)
11.7%,O=C(Nc1cccc(-c2cn3ccccc3n2)c1)c1cnccn1
4.7%,CSCc1cc(N2CCCC2)nc(-c2ccccc2)n1
6.2%,O=C(Nn1cnc2ccccc2c1=O)c1ccccc1
-1.5%,CCn1c(-c2ccc(C)cc2)nn(CC(=O)NCCc2ccccc2)c1=S
-5.9%,COc1ccccc1N1CCN(C(=O)c2cc(N3C(=O)C4C5CCC(C5)C4C3=O)ccc2Cl)CC1 (stereo not drawn)
-15.9%,COc1cccc(C2CC(c3cccs3)=NN2C(=O)CSc2nc3c(cnn3-c3ccc(F)cc3)c(=O)[nH]2)c1OC (stereo not drawn)
-3.4%,COc1ccc(/C=C2\SC(=S)N(CC(=O)Nc3nnc(C)s3)C2=O)cc1
-7.6%,COC(=O)c1c(NC(=S)Nc2ccc(C(=O)N3CCOCC3)cc2)sc2c1CCC2
-6.8%,COc1ccccc1NC(=O)CN1C(=O)CSC(C)C1=O (stereo not drawn)
18.0%,C/C(=N\NS(=O)(=O)c1ccccc1)c1ccc2c(c1)OCO2
-20.2%[57.5 µM],Cc1ccc(/C=N/NC(=O)NC23CC4CC(CC(C4)C2)C3)o1
3.2%,CC(=O)Nc1nc(CCN2C(=O)c3ccccc3C2=O)cs1
23.0%[57.5 µM],COc1ccc(-c2cc3cc(OC)c(OC)cc3c(C)n2)cc1
-8.9%,COc1ccc(/C=C2\N=C(SC)N(c3ccccc3OC)C2=O)cc1
6.0%[57.5 µM],Cc1nc2ccccc2nc1N1CCCC1
-1.4%,COC(=O)c1ccc(S(=O)(=O)NNC(=O)COc2ccc(C)cc2)cc1
-9.8%,CNC(=O)c1ccc(Nc2nnc(C)c3ccccc23)cc1
-4.5%,O=C(Nc1ccccc1-c1ccccc1)c1cc(C(F)(F)F)cc(C(F)(F)F)c1
-0.9%[57.5 µM],COc1ccc(OCCC(=O)c2ccc(OC)cc2)cc1
-7.5%,COc1ccc(CNc2cc(NCCCO)c([N+](=O)[O-])c3nonc23)cc1
-0.2%,COc1ccc(NC(=S)NCc2ccc(S(N)(=O)=O)cc2)c(OC)c1
6.8%[57.5 µM],CSc1cccc(NC(=O)Nc2nc3c(C)cccc3s2)c1
-12.9%&-1.6%,C=C/C1=C/Cc2ccccc2[C@H](C[N+](=O)[O-])C(C(C)=O)(C(=O)OC)C1 (stereo partly drawn)
-2.4%[57.5 µM],Cc1nc(-c2cc(C#N)c(=O)[nH]c2C)cs1
4.3%,COc1ccc(NS(=O)(=O)c2cc(NC(=O)c3cnccn3)ccc2N2CCCC2)cc1
?,CCOC(=O)N1CCN(S(=O)(=O)c2ccc(C(=O)NNc3nc4c(C)cc(C)cc4s3)cc2)CC1
0.4%,CCOC(=O)N1CCN(C(=O)CSCc2ccccc2Cl)CC1
-5.8%,CCn1cnc2cc(NCc3cccs3)ccc21
-2.0%,Cc1ccccc1C(=O)Nc1ccc(C(=O)N/N=C/c2ccc(O)c(Br)c2)cc1

(next part)
ERK EGF inh,SMILES
2.7%,O=C(Nc1cccnc1)c1ccc(Cl)c([N+](=O)[O-])c1
3.7%,C=C(C)Cn1c(-c2cccc([N+](=O)[O-])c2)n[nH]c1=S
?,COc1ccc(/C(C)=N/NC(=O)c2sccc2-n2cccc2)cc1
-1.4%,COc1ccc(C(C)(C)C)cc1NC(=O)c1ccc2c(c1)SC1=NS(=O)(=O)CCN12
-9.2%,O=C(COc1ccccc1-c1ccccc1)NNC(=O)NC1CCCCC1
?,CCOC(=O)c1ccc(NC(=O)COc2ccccc2CNCCc2ccccc2)cc1
6.2%,CNc1nc(N)c([N+](=O)[O-])c(NCCO)n1
2.6%,O=C(NC1CCCCC1)C12CC3CC(CC(Cl)(C3)C1)C2
31.0%,Cc1cccc(C)c1OCC(=O)Nn1c(=O)[nH]c2ccccc2c1=O
6.6%,O=C(NC(=S)Nc1ccc(Br)cn1)c1cccs1
-4.3%,O=C(OCC(=O)N1CCC(Cc2ccccc2)CC1)c1ccccc1
3.1%,COC(=O)Cc1ccc(NC(=S)NNC(=O)c2ccccc2Br)cc1
-5.0%[57.5 µM],CCCCCC(=O)N1CCCC1
41.3%,O=C(CCc1ccccc1)Nc1nnc(-c2ccc3c(c2)OCCO3)o1
-2.7%,O=C(Nc1ccc(F)cc1)C1=CC(=O)N2CCN=C2S1
1.1%,CCN(c1ccccc1)S(=O)(=O)c1ccc(C(=O)NCC(c2cccs2)N(C)C)cc1 (stereo not drawn)
?,N#Cc1cccc(NC(=O)N2CC3(CCN(C(=O)c4cnccn4)CC3)C2)c1
7.5%,CN1CCN(c2ccc(S(=O)(=O)N3CCCCC3)cc2NC(=O)c2cccc([N+](=O)[O-])c2)CC1
3.6%,O=C(/C=C/c1ccc(F)cc1)N1CCCc2ccccc21
0.5%,CCN1CCN(C(=O)CN(c2ccc(F)c(Cl)c2)S(C)(=O)=O)CC1
13.1%,Nn1c(SCC(=O)Nc2ccc3c(c2)OCO3)nncc1=O
3.2%,CNC1=CC(=O)CC(c2ccccc2)C1 (stereo not drawn)
-3.0%,COc1nccnc1NS(=O)(=O)c1ccc(NC(=S)NC(=O)c2ccc(F)cc2)cc1
-3.4%,Cc1ccc(-c2nnn(CC(=O)N(c3cccc(F)c3)C(C(=O)NC(C)(C)C)c3ccco3)n2)o1 (stereo not drawn)
0.3%,Cc1ccc(-c2nc(NC(=O)c3ccc(S(=O)(=O)N(CCC#N)CCC#N)cc3)sc2-c2ccccc2)cc1
-0.1%,O=C(CSc1ccc(-c2ccccn2)nn1)N1CCCc2ccccc21
-3.9%,Cc1ccc(S(=O)(=O)NNC(=O)c2cccnc2)cc1
5.7%,Cc1c(NC(=O)CN2C(=O)C(=O)c3ccccc32)c(=O)n(-c2ccccc2)n1C
6.7%[57.5 µM],O=C(OCc1nc2ccccc2[n+]([O-])c1C(=O)c1ccccc1)c1ccco1
-7.1%,O=C(CSc1ccccn1)N1CCOCC1
-3.4%,CN(Cc1ccc(F)cc1)C(=O)c1ccc2c(c1)NC(=O)CS2
2.4%,CCCOC(=O)Nc1cc(OC)ccc1[N+](=O)[O-]
-0.1%,COc1ccccc1Oc1ccc(-c2cnc3ccccc3n2)cc1[N+](=O)[O-]
-6.1%,COc1cc2ccccc2cc1C(=O)NC(=S)Nc1cc(C(=O)O)ccc1C
1.2%,COCCN1C(=O)c2ccccc2C(C(=O)NCCCN2CCCC2=O)C1c1c[nH]c2ccccc12 (stereo not drawn)
-1.0%[57.5 µM],COC(=O)CCCC1=CC2=CC(=O)C(C)(OC(=O)c3cccs3)C(=O)C2=CN1C1CCCCC1 (stereo not drawn)
7.4%,CC(C)(C)NC(=O)NC(=O)CSc1nncs1
?,COc1ccc(CCn2c(C3CCCCC3)nc3c(c(=O)c4ccccc4n3C)c2=O)cc1
-8.7%,Cc1cc(O)ccc1N1C(=O)c2cccc3cc([N+](=O)[O-])cc(c23)C1=O
2.9%[25.7 µM],O=C1CN(/N=C\c2ccc([N+](=O)[O-])o2)C(=O)N1

Arranged by length of the SMILES (ascending): 4 of the compounds above.
ERK EGF inh,SMILES
3.2%,CNC1=CC(=O)CC(c2ccccc2)C1 (stereo not drawn)
-3.4%,CN(Cc1ccc(F)cc1)C(=O)c1ccc2c(c1)NC(=O)CS2
-3.0%,COc1nccnc1NS(=O)(=O)c1ccc(NC(=S)NC(=O)c2ccc(F)cc2)cc1
0.3%,Cc1ccc(-c2nc(NC(=O)c3ccc(S(=O)(=O)N(CCC#N)CCC#N)cc3)sc2-c2ccccc2)cc1

Further entries
ERK EGF inh,SMILES
-6.6%,CC(=O)Nc1cccc(-c2cn3ccccc3n2)c1
-10.6%,O=S(=O)(c1ccc(Cl)cc1)N1CCN(c2ncccn2)CC1
-8.1%,O=C(CSc1nc2ccccc2s1)Nc1ccc(N2CCOCC2)c(Cl)c1
-0.3%[57.5 µM],O=S(=O)(c1ccc(Br)s1)N1CCNCC1
-0.3%[57.5 µM],O=C(OCC(=O)N1CCc2ccccc2C1)c1cc(=O)[nH]c2ccccc12
2.5%,COc1ccc2oc(=O)c(C(=O)NCc3cccnc3)cc2c1
?,CC(C)Cn1c(N)c(C(=O)COC(=O)c2ccc(O)cc2)c(=O)n(C)c1=O
-1.6%[57.5 µM],COC(=O)C1=C(C(=O)OC)[C@@H]2N(C)c3ccccc3[C@@]23C[C@@H](C(=O)OC)N(C(=O)C2CCC2)C3=N1
-6.7%,Cc1cc(C)nc(N/N=C/c2cccc3ccccc23)n1
6.5%,COc1ccccc1CNC(=O)C(C)c1ccc([N+](=O)[O-])cc1 (stereo not drawn)
-5.1%,Cc1cnc(CN2CCc3c([nH]c4ccccc34)C2CC(C)C)[nH]1 (stereo not drawn)
7.3%[57.5 µM],C/C(=N\NC(=O)Cn1nc(C)cc1C)c1ccc([N+](=O)[O-])cc1
28.2µM*,CC(C)CC(=O)/C(=C\c1ccc(Cl)cc1Cl)n1cncn1
-6.9%,Cc1ccc(/C(N)=N/OC(=O)COc2ccc(Cl)c(C)c2)cc1

Filtered by structure: those above containing a nitro group on carbon
ERK EGF inh,SMILES
-7.5%,COc1ccc(CNc2cc(NCCCO)c([N+](=O)[O-])c3nonc23)cc1
-12.9%&-1.6%,C=C/C1=C/Cc2ccccc2[C@H](C[N+](=O)[O-])C(C(C)=O)(C(=O)OC)C1 (stereo partly drawn)
2.7%,O=C(Nc1cccnc1)c1ccc(Cl)c([N+](=O)[O-])c1
3.7%,C=C(C)Cn1c(-c2cccc([N+](=O)[O-])c2)n[nH]c1=S
6.2%,CNc1nc(N)c([N+](=O)[O-])c(NCCO)n1
7.5%,CN1CCN(c2ccc(S(=O)(=O)N3CCCCC3)cc2NC(=O)c2cccc([N+](=O)[O-])c2)CC1
2.4%,CCCOC(=O)Nc1cc(OC)ccc1[N+](=O)[O-]
-0.1%,COc1ccccc1Oc1ccc(-c2cnc3ccccc3n2)cc1[N+](=O)[O-]
-8.7%,Cc1cc(O)ccc1N1C(=O)c2cccc3cc([N+](=O)[O-])cc(c23)C1=O
2.9%[25.7 µM],O=C1CN(/N=C\c2ccc([N+](=O)[O-])o2)C(=O)N1
6.5%,COc1ccccc1CNC(=O)C(C)c1ccc([N+](=O)[O-])cc1 (stereo not drawn)
7.3%[57.5 µM],C/C(=N\NC(=O)Cn1nc(C)cc1C)c1ccc([N+](=O)[O-])cc1

Not all compounds are listed. The share of hits here may be higher or lower than overall.
